Screening data deposited in PubChem by several laboratories.
Cardiac RTF inh: cardiac RTF calcium sensitivity inhibitors, primary screen, biochemical, IANBD-TnC fluorescence, EC70 calcium; 340,000 compounds, 0.12% hits; Troponin I, cardiac muscle (Homo sapiens) + Troponin T, cardiac muscle (Homo sapiens) + …; inhibition, % at 7.15 µM; IANBD-labeled cardiac RTF, Ca2+ fluorescence;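 active = inhibition above the mean inhibition of all tested compounds plus 3 SD, cut at about 17% in these data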;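 also: assay run at fixed EC70 calcium of 1.6 mM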
Pemphigus Ab inh: inhibitors of pemphigus antibody binding to DSG3, primary screen, biochemical, bead-based, flow cytometry, scFv-GFP; DSG3-coupled beads, scFv-anti-DSG3-GFP binding; hits give low values; binding (percent of control), % at 10 µM; 310,000 compounds, 0.48% hits;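 active = binding more than 3 SD below its plate's average and above zero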;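 also: hits lower antibody fragment binding to DSG3; some compounds called inactive have numbers as strong as hits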
Target sequence (P32926 whole entry, looked up, the tested form may be a part): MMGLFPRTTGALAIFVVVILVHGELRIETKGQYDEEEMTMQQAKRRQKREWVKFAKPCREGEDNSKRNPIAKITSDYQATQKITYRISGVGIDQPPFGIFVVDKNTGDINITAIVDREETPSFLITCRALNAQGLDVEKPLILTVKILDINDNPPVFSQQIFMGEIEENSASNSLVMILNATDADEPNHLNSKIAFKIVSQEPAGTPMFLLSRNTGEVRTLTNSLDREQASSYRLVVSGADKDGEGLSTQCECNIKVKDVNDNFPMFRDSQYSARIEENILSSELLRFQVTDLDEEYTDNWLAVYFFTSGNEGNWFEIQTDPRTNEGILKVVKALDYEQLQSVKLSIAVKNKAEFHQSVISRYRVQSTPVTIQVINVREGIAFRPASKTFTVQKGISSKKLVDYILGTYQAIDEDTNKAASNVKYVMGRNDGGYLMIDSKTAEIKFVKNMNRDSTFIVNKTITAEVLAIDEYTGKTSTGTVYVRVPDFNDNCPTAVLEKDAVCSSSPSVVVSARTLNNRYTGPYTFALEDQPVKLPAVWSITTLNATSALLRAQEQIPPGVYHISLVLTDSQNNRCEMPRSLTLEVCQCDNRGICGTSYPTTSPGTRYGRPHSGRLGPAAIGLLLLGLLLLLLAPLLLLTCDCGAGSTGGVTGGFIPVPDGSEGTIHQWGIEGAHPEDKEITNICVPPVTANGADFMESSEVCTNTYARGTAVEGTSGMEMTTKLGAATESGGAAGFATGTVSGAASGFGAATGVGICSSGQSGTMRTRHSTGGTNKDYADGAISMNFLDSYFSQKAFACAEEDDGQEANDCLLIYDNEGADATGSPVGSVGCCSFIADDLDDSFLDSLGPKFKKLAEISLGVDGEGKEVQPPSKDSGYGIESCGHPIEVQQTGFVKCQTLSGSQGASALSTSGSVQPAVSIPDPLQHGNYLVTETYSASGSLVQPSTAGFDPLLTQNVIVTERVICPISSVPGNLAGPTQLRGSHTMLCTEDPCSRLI
DAGLB inhibitor: DAGLB lipase inhibitors, primary screen, biochemical, fluorescence, HTS; Diacylglycerol lipase-beta (Homo sapiens), Q8NCG7; HEK293T DAGLB membrane lysate, EnzChek fluorogenic substrate; inhibition, % at 5.17 µM; 340,000 compounds, 0.059% hits; in the data active = inhibition above about 34%;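 also: 0% = enzyme with vehicle and 100% = wells lacking enzyme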
Arr AP2 block: inhibitors of beta-arrestin/AP2 binding, primary screen, biochemical, GPCR trafficking, flow cytometry. beta-arrestin 1 C-terminal peptide binding to AP2 beta2-adaptin appendage (human). FITC-arrestin peptide / GST-AP2 beads; AP2 beta2 appendage carries R879A mutation. inhibition, % at 10 µM. 340,000 compounds, 0.31% hits. AID 504490, 2011;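 active = inhibition above a set limit, near 3 SD of compounds lacking own fluorescence, cut at about 54% in these data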;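 also: plate controls were DMSO wells for no effect and 5 µM unlabelled arrestin peptide for full effect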
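Assay system: GST-AP2 R879A bound to glutathione beads, E. coli-expressed; Medium: PBS with 0.05% Tween 20 and 0.1% BSA; Also added: fluorescein-tagged arrestin peptide at 50 nM final; Timing: 12 min plus 1 h, RT; Measured by: flow cytometry, FL1 (488/535 nm); Evaluation: percent drop in bead-associated FITC signal.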
Keap1 Nrf2 FP: Keap1-Nrf2 protein-protein interaction inhibitors, primary screen, biochemical, fluorescence polarization, single point. 340,000 compounds, 0.15% hits. Kelch-like ECH-associated protein 1 (Homo sapiens), Q14145. Keap1 Kelch-Nrf2 peptide fluorescence polarization, 1536-well. inhibition, % at 9.4 µM. AID 504523, 2011; in the data active = inhibition above about 12%;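 also: human Keap1 Kelch domain with fluorescein labeled Nrf2 9mer peptide probe; 0% = neutral control wells and 100% = peptide positive control; higher means more block of Keap1 binding to Nrf2 peptide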
C-LANA FP: inhibitors of KSHV C-LANA binding to DNA, primary screen, biochemical, fluorescence polarization, FAM-LBS DNA, MBP-C-LANA, single point; Kaposi's sarcoma herpesvirus LANA C-terminal domain (residues 932-1162) DNA binding; 340,000 compounds, 0.078% hits; inhibition, % at 9 µM;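 active = highest replicate inhibition at or above 60% at 9 µM, even if other replicates fall short; inactive = all replicates below 60% inhibition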;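 also: 0% = neutral control wells and 100% = 4 µM acridine orange control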
CAL PDZ FP-1: untagged CAL PDZ binding inhibitors, primary screen, biochemical, fluorescence polarization, HTS; inhibition, % at 24.9 µM; Golgi-associated PDZ and coiled-coil motif-containing protein (Homo sapiens), Q9HD26; AID 602252, 2012; 300,000 compounds, 0.92% hits; purified CAL PDZ, TMR-peptide fluorescence polarization, 1 h;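 active = mean inhibition of at least 30% with at least half of replicates also reaching 30%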;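 also: 0% = DMSO neutral control and 100% = excess unlabeled competitor peptide PRC23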
CAL PDZ FP-2: CAL PDZ peptide-binding inhibitors, primary screen, biochemical, fluorescence polarization, Cer-tagged CAL PDZ, HTS; purified CAL PDZ, TMR-peptide fluorescence polarization, 1 h; AID 504414, 2011; inhibition, % at 20 µM; 330,000 compounds, 0.02% hits;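 active = highest replicate inhibition of at least 40%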;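 also: plate controls were DMSO neutral control wells for no effect and unlabeled competitor peptide control wells for full effect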
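Control set: unlabelled peptide and DMSO controls / Material: purified CerCALP PDZ construct / Timing: 1 h incubation at room temperature before polarization reading / Doses: 20 µM, one dose / Detection: fluorescence polarization (mP)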
NSD2 inh: NSD2 histone methyltransferase inhibitors, primary screen, biochemical, AlphaScreen, single concentration, set 2 | Histone-lysine N-methyltransferase NSD2 (Homo sapiens), O96028 | NSD2 peptide methylation, 120 min | 310,000 compounds, 0.54% hits | inhibition, % at 12.5 µM; in the data active = inhibition above about 50%
V-ATPase pHluor: regulators of yeast V-ATPase proton pumping, primary screen, pHLuorin cytosolic pH fluorescence. S. cerevisiae. response, % at 10 µM. 350,000 compounds, 0.37% hits. AID 504577, 2011; in the data active = response mostly above about 7.3%, no sharp cut-off; inactive = mostly below about 5.4%; also: actives read high; inactives centre near 0; some compounds called inactive have numbers as strong as hits
Starred values were filed as active, the others as inactive.

How did COCCN(CCOC)S(=O)(=O)c1ccc(C(=O)Nc2nnc(CSC)o2)cc1 do in these assays?
Cardiac RTF inh: -7; Pemphigus Ab inh: 100; DAGLB inhibitor: 1; Arr AP2 block: -2; Keap1 Nrf2 FP: -2; C-LANA FP: 0.9; CAL PDZ FP-1: -2; CAL PDZ FP-2: -1.8; NSD2 inh: 0; V-ATPase pHluor: 5

Results for CCCOc1ccc2cc(C(=O)NCc3ccccc3)c(=O)oc2c1 ?
Cardiac RTF inh: 0; Pemphigus Ab inh: 91; DAGLB inhibitor: -2; Arr AP2 block: -6; Keap1 Nrf2 FP: -5; C-LANA FP: -1.7; CAL PDZ FP-1: 7; CAL PDZ FP-2: -0.5; NSD2 inh: 10; V-ATPase pHluor: 1

How did CCOC(=O)c1c(NC(=O)C2CCCCC2)sc2c1CCN(CC)C2 do in these assays?
Cardiac RTF inh: -3; Pemphigus Ab inh: 112; DAGLB inhibitor: 2; Arr AP2 block: 0; Keap1 Nrf2 FP: -6; C-LANA FP: -1.7; CAL PDZ FP-1: 45*; CAL PDZ FP-2: -0.7; V-ATPase pHluor: 6

How did Cc1cc(C)n2nc(SCC(=O)Nc3ccccc3C)nc2n1 do in these assays?
Cardiac RTF inh: -2; DAGLB inhibitor: 0; Arr AP2 block: -7; Keap1 Nrf2 FP: -2; C-LANA FP: -1.1; CAL PDZ FP-2: -0.5; NSD2 inh: 0; V-ATPase pHluor: 1

How did Cc1ccc(NC(=O)C(=O)NC(C)C2COc3ccccc3O2)cc1 (stereo not given) do in these assays?
Cardiac RTF inh: -12; Pemphigus Ab inh: 101; DAGLB inhibitor: -9; Arr AP2 block: 3; Keap1 Nrf2 FP: 1; C-LANA FP: 1.0; CAL PDZ FP-1: 1; CAL PDZ FP-2: 1.0; NSD2 inh: 0; V-ATPase pHluor: -4

Results for Cc1nn(C)cc1CN(C)C(=O)c1cc2nc(-c3ccco3)cc(C(F)(F)F)n2n1 ?
Cardiac RTF inh: -8; Pemphigus Ab inh: 105; DAGLB inhibitor: -1; Arr AP2 block: 1; Keap1 Nrf2 FP: 0; C-LANA FP: 2.1; CAL PDZ FP-1: -2; CAL PDZ FP-2: -0.3; NSD2 inh: -2; V-ATPase pHluor: 4

What do the screens show for `Fc1ccc(-c2nc3n(n2)Cc2ccccc2-3)cc1`?
Cardiac RTF inh: -4; DAGLB inhibitor: -4; Arr AP2 block: 2; Keap1 Nrf2 FP: -3; C-LANA FP: 3.8; CAL PDZ FP-1: -6; CAL PDZ FP-2: 0.0; NSD2 inh: 0; V-ATPase pHluor: -2

How did CC(C)(C)NC(=O)NC(=O)COC(=O)C1CCN(S(=O)(=O)c2cccs2)CC1 do in these assays?
Cardiac RTF inh: -2; Pemphigus Ab inh: 89; DAGLB inhibitor: -2; Arr AP2 block: 22; Keap1 Nrf2 FP: -2; C-LANA FP: 0.9; CAL PDZ FP-1: -2; CAL PDZ FP-2: 0.1; NSD2 inh: -2; V-ATPase pHluor: -3

How did COc1ccc(Cl)cc1N(CC(=O)Nc1ccccc1C(=O)NCc1ccco1)S(C)(=O)=O do in these assays?
Cardiac RTF inh: 0; Pemphigus Ab inh: 106; DAGLB inhibitor: -1; Arr AP2 block: 19; Keap1 Nrf2 FP: -1; C-LANA FP: 0.0; CAL PDZ FP-1: 4; CAL PDZ FP-2: -1.6; NSD2 inh: -1; V-ATPase pHluor: -1

What do the screens show for `CCCCCc1c(C)c(C#N)c2nc3ccccc3n2c1-n1ccnc1C`?
Cardiac RTF inh: 9; DAGLB inhibitor: -2; Arr AP2 block: -13; Keap1 Nrf2 FP: -5; C-LANA FP: -0.4; CAL PDZ FP-1: 3; CAL PDZ FP-2: -0.9; NSD2 inh: 1; V-ATPase pHluor: 1

How did CC1C(C#N)=C(N)OC2=C1C(=O)CC(C)(C)C2 (stereo not given) do in these assays?
Cardiac RTF inh: -7; DAGLB inhibitor: -2; Arr AP2 block: -8; Keap1 Nrf2 FP: 1; C-LANA FP: 3.4; CAL PDZ FP-1: -2; CAL PDZ FP-2: -1.2; NSD2 inh: 5; V-ATPase pHluor: -6

Results for O=C(COC(=O)c1ccc(Br)o1)NC1CCCCC1 ?
Cardiac RTF inh: 1; Pemphigus Ab inh: 102; DAGLB inhibitor: 1; Arr AP2 block: 8; Keap1 Nrf2 FP: 4; C-LANA FP: 1.0; CAL PDZ FP-1: -4; CAL PDZ FP-2: -2.6; NSD2 inh: -4; V-ATPase pHluor: 1

How did COc1cc(C(=O)Nc2ccc(NC(=O)C3CCCCC3)nc2)cc(OC)c1OC do in these assays?
Cardiac RTF inh: 1; Pemphigus Ab inh: 96; DAGLB inhibitor: -2; Arr AP2 block: -8; Keap1 Nrf2 FP: -6; C-LANA FP: 0.7; CAL PDZ FP-1: -3; CAL PDZ FP-2: 1.1; NSD2 inh: -1; V-ATPase pHluor: 4

Results for CSc1ccccc1NC(=O)N1CCC(CO)(CC2CCCCO2)CC1 (stereo not given) ?
Cardiac RTF inh: -9; Pemphigus Ab inh: 132; DAGLB inhibitor: -1; Arr AP2 block: 8; Keap1 Nrf2 FP: 1; C-LANA FP: -0.4; CAL PDZ FP-1: 5; CAL PDZ FP-2: 0.2; NSD2 inh: 1; V-ATPase pHluor: -1

What do the screens show for `Cc1ccc(S(=O)(=O)n2nc(OC(=O)c3ccccc3C)cc2N)cc1`?
Cardiac RTF inh: 8; Pemphigus Ab inh: 93; DAGLB inhibitor: -1; Arr AP2 block: -2; Keap1 Nrf2 FP: -6; C-LANA FP: 0.8; CAL PDZ FP-1: -2; CAL PDZ FP-2: -2.4; NSD2 inh: -4; V-ATPase pHluor: 2

How did O=C(/C=C/c1ccco1)N(Cc1ccc(F)cc1)C1CCS(=O)(=O)C1 (stereo not given) do in these assays?
Cardiac RTF inh: 4; DAGLB inhibitor: 0; Arr AP2 block: -11; Keap1 Nrf2 FP: 3; C-LANA FP: 1.0; CAL PDZ FP-1: -6; CAL PDZ FP-2: -0.5; NSD2 inh: -1; V-ATPase pHluor: 2

What do the screens show for `COc1ccc(CCNC(=O)COC(=O)CCC(=O)c2cccs2)cc1OC`?
Cardiac RTF inh: -1; Pemphigus Ab inh: 85; DAGLB inhibitor: -2; Arr AP2 block: -5; Keap1 Nrf2 FP: 1; C-LANA FP: 2.1; CAL PDZ FP-1: -1; CAL PDZ FP-2: -0.4; NSD2 inh: -1; V-ATPase pHluor: 4

Results for O=C(NC1(C(F)(F)F)NC(=O)N(C2CCCCC2)C1=O)c1ccco1 (stereo not given) ?
Cardiac RTF inh: 6; Pemphigus Ab inh: 100; DAGLB inhibitor: 2; Arr AP2 block: 9; Keap1 Nrf2 FP: 3; C-LANA FP: -0.5; CAL PDZ FP-1: -3; CAL PDZ FP-2: -9.4; NSD2 inh: -2; V-ATPase pHluor: -3

How did O=C(NCCN1CCOCC1)c1ccc(CSc2nc3ccncc3n2Cc2ccc(F)cc2)cc1 do in these assays?
Cardiac RTF inh: -13; Pemphigus Ab inh: 104; DAGLB inhibitor: -1; Arr AP2 block: 8; Keap1 Nrf2 FP: -4; C-LANA FP: 0.5; CAL PDZ FP-1: -1; CAL PDZ FP-2: -1.1; NSD2 inh: -5; V-ATPase pHluor: 1

Results for CCCCN(C)CCC(=O)Nc1ccc(Cl)cc1 ?
Cardiac RTF inh: -9; Pemphigus Ab inh: 98; DAGLB inhibitor: 0; Arr AP2 block: 39; Keap1 Nrf2 FP: 2; C-LANA FP: -0.7; CAL PDZ FP-1: 1; CAL PDZ FP-2: -1.3; NSD2 inh: 3; V-ATPase pHluor: 0

Results for CC[C@]12c3[nH]c4cc(-c5ccco5)ccc4c3CCN1C(=O)[C@@H](CC(=O)NCc1ccco1)C[C@@H]2C(=O)N1CCN(C(=O)C2CC2)CC1 ?
Cardiac RTF inh: -9; Pemphigus Ab inh: 102; DAGLB inhibitor: 0; Arr AP2 block: 7; Keap1 Nrf2 FP: -2; C-LANA FP: -1.9; CAL PDZ FP-1: 23; CAL PDZ FP-2: 0.7; V-ATPase pHluor: 0

How did O=C(NCCc1ccccc1)c1n[nH]c2ccccc12 do in these assays?
Cardiac RTF inh: -4; Pemphigus Ab inh: 98; DAGLB inhibitor: -5; Arr AP2 block: 3; Keap1 Nrf2 FP: -1; C-LANA FP: 0.0; CAL PDZ FP-1: -4; CAL PDZ FP-2: -3.7; NSD2 inh: -3; V-ATPase pHluor: -2

What do the screens show for `O=C(C1CCCN(S(=O)(=O)c2ccccc2)C1)N1CCCCCC1` (stereo not given)?
Cardiac RTF inh: -5; Pemphigus Ab inh: 93; DAGLB inhibitor: 1; Arr AP2 block: 6; Keap1 Nrf2 FP: -4; C-LANA FP: -0.3; CAL PDZ FP-1: -1; CAL PDZ FP-2: -0.5; NSD2 inh: 0; V-ATPase pHluor: 0

Ordered by number of heavy atoms (descending): some entries from above
How did O=C(NCCN1CCOCC1)c1ccc(CSc2nc3ccncc3n2Cc2ccc(F)cc2)cc1 do in these assays?
Cardiac RTF inh: -13; Pemphigus Ab inh: 104; DAGLB inhibitor: -1; Arr AP2 block: 8; Keap1 Nrf2 FP: -4; C-LANA FP: 0.5; CAL PDZ FP-1: -1; CAL PDZ FP-2: -1.1; NSD2 inh: -5; V-ATPase pHluor: 1

Results for O=C(NC1(C(F)(F)F)NC(=O)N(C2CCCCC2)C1=O)c1ccco1 (stereo not given) ?
Cardiac RTF inh: 6; Pemphigus Ab inh: 100; DAGLB inhibitor: 2; Arr AP2 block: 9; Keap1 Nrf2 FP: 3; C-LANA FP: -0.5; CAL PDZ FP-1: -3; CAL PDZ FP-2: -9.4; NSD2 inh: -2; V-ATPase pHluor: -3

Results for CCCCN(C)CCC(=O)Nc1ccc(Cl)cc1 ?
Cardiac RTF inh: -9; Pemphigus Ab inh: 98; DAGLB inhibitor: 0; Arr AP2 block: 39; Keap1 Nrf2 FP: 2; C-LANA FP: -0.7; CAL PDZ FP-1: 1; CAL PDZ FP-2: -1.3; NSD2 inh: 3; V-ATPase pHluor: 0

Only part of the results is shown; count on the stated rates, not on these rows.
